Source: PubChem (Johns Hopkins Ion Channel Center)
TRPC6 act: mouse TRPC6 channel activation; Q61143; HEK293-TRPC6 membrane potential dye fluorescence; active compounds read high; B-score at 10 µM; 310,000 tested, 0.13% active; AID 2550;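 active means B-score of the integrated fluorescence ratio above library mean plus 3 SD, and starting fluorescence ratio within library mean plus 5 SD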;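 further: higher score means more depolarization so channel activation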
Target sequence (Q61143 whole entry, looked up): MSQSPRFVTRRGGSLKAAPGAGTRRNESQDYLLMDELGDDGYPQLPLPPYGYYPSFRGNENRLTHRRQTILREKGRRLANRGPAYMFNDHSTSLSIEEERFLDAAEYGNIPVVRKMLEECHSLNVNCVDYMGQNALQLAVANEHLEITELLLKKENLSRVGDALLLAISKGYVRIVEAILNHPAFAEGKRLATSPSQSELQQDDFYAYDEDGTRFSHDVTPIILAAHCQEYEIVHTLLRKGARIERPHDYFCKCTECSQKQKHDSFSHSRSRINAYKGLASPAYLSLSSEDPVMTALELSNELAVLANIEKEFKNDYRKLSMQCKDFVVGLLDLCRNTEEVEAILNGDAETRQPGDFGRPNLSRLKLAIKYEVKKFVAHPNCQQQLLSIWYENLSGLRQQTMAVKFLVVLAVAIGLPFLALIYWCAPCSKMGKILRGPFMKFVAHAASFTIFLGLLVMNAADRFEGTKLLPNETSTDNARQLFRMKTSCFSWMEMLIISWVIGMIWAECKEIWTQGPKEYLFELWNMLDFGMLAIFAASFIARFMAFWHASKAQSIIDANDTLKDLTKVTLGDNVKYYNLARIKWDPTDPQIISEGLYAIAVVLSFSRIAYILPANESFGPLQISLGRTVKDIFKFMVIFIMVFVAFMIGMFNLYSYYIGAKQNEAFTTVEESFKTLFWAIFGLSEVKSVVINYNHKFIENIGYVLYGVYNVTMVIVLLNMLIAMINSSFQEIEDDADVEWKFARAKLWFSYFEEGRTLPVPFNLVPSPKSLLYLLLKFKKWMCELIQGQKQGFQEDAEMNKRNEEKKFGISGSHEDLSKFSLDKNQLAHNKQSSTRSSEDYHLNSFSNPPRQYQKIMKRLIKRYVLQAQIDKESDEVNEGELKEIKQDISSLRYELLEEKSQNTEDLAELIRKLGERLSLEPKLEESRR
TRPC6 inhibitor: inhibitors of mouse TRPC6 channel | B-score at 10 µM | AID 2553 | HEK293-TRPC6, membrane potential dye, ACh-evoked depolarization; active compounds read low | 310,000 tested, 1.1% active;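 active means B-score under library mean minus 3 SD, initial fluorescence not abnormally high, positive integrated signal ratio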;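 further: B-score derived from integrated fluorescence ratio over the kinetic read; more negative B-score means stronger inhibition of depolarization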
RGS4 block: human RGS4 inhibition | 310,000 tested, 0.45% active | B-score at 10 µM | HEK293 M3R/RGS4 inducible, Fluo-4 calcium flux; active compounds read high; triggered by carbachol at its EC20 | AID 463165;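 active means B-score, a plate-corrected calcium signal, over three deviations above library mean, with baseline fluorescence within five deviations of library mean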;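 further: RGS4 expression induced by doxycycline in cells with stable M3 receptor; B-score is computed from the integrated fluorescence ratio over baseline after carbachol; higher B-score means a larger calcium signal and so more RGS4 inhibition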
Target sequence (P49798 whole entry, looked up): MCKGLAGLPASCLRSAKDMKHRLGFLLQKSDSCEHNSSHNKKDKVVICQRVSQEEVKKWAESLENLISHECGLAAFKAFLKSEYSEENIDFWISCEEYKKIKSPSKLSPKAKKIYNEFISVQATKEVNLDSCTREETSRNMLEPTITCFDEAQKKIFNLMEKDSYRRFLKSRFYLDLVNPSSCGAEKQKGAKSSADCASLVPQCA
TRPC4 PAM: allosteric potentiators of mouse TRPC4 channel. HEK293 TRPC4beta/mu-opioid, DAMGO EC20, Fluo-4 Ca2+ flux; active compounds read high. B-score at 10 µM. 310,000 tested, 0.42% active. Q9QUQ5. AID 2227;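 active means B-score of calcium response area above 5 SD of library B-scores, with initial fluorescence ratio within 5 SD of library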;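 further: B-score of integrated fluorescence ratio over time as area under calcium response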
TMEM16A act: activates or potentiates the mouse TMEM16A chloride channel. HEK293 TMEM16A/YFP-H148Q/I152L, iodide quench fluorescence; active compounds read low. B-score at 10 µM. 340,000 tested, 0.3% active;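 active means fluorescence-ratio B-score plate-corrected deviation score at least 3 library SD below zero, with starting fluorescence score within 5 deviations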;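 further: channel opened by trigger with iodide after compound preincubation; score built on the fluorescence ratio of max minus min over baseline; more negative score means more quench and so TMEM16A activation or potentiation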
MrgX1 agonist: human MrgX1 receptor agonism, primary screen; AID 588627; Q96LB2; 310,000 tested, 0.44% active; MrgX1-HEK293 cells, Fluo-4 calcium fluorescence, agonist mode; active compounds read high; B-score at 10 µM;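 active means calcium response B-score plate-corrected fluorescence ratio at least 3 library SD, with starting fluorescence B-score inside 5 SD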
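Material: HEK293 cells stably expressing human MrgX1 receptor | Quantity: 15,000 cells per well | Times: Cells plated overnight, dye loaded 0.5 h 37 °C, 0.5 h room temperature | Measured by: Kinetic Fluo-4 NW fluorescence of intracellular calcium | Control set: Positive and negative controls per plate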
MrgX1 antagonist: antagonists of human MrgX1 receptor. B-score at 10 µM. Q96LB2. AID 588676. MRGX1-HEK293 calcium flux, Fluo-4, BAM8-22 antagonism; active compounds read low. 310,000 tested, 1.3% active;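 active means calcium-response B-score plate-corrected more than 3 library SD below zero, starting fluorescence within 5 deviations, no agonist response on first addition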;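 further: peak minus trough fluorescence over baseline after final BAM8-22 challenge near maximal dose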
MrgX1 allo act: human MrgX1 positive allosteric modulation, primary screen | AID 588675 | 310,000 tested, 0.63% active | Q96LB2 | B-score at 10 µM | MrgX1-HEK293, Fluo-4 calcium flux, FDSS; active compounds read high;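 active means plate-corrected calcium response at least 3 library SD above typical, normal starting fluorescence, not activating the receptor alone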;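 further: compound read alongside a low EC10 to EC30 dose of BAM8-22 agonist; peak minus trough fluorescence over baseline measured at the second addition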
TRPC4 act: activators of mouse TRPC4 channel | 310,000 tested, 0.49% active | HEK293 TRPC4beta/mu-opioid, Fluo4 calcium fluorescence; active compounds read high | Q9QUQ5 | B-score at 10 µM;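 active means B-score above 5 SD of library B-scores, and initial fluorescence ratio not above library mean plus 5 SD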;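 further: positive B-score marks a calcium rise read as TRPC4 activation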
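Technique: kinetic Fluo4 calcium fluorescence; Test system: TRPC4beta and mu-opioid receptor HEK293 stable cells; Measure: B-scored integrated calcium fluorescence ratio; Benchmarks: low control buffer alone, high control maximal DAMGO; Schedule: 45 min room-temperature Fluo4 loading, 110 s read.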
TRPC4 block: blocks the mouse TRPC4 cation channel; HEK293 TRPC4beta/mu-opioid, DAMGO-evoked Fluo4 calcium flux; active compounds read low; AID 2247; 300,000 tested, 0.39% active; B-score at 10 µM;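 active means B-score over 3 SD under the library average, no early fluorescence shift, positive overall ratio signal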
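Assay system: Stable TRPC4beta/mu-opioid receptor HEK293 cells | Reagent: DAMGO in two steps, submaximal then maximal | Compound dosing: Single concentration per test compound | Signal: Fluo4 Ca2+ flux fluorescence | Evaluation: Per-well B score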
ANO1 block: blocks the mouse calcium-activated chloride channel TMEM16A | Q8BHY3 | HEK293 TMEM16A/YFP iodide influx fluorescence, ionomycin | normalized B-score (activity score, 25-100; higher = stronger inhibition) at 10 µM | 310,000 tested, 1.2% active | AID 588511;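 active means ratio plate-corrected score three or more library SD toward inhibition, starting fluorescence score within five deviations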;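 further: score derived from kinetic fluorescence span divided by baseline fluorescence per well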
* = called active by the depositor; i = inactive; . = no result given.

SMILES	TRPC6 act	TRPC6 inhibitor	RGS4 block	TRPC4 PAM	TMEM16A act	MrgX1 agonist	MrgX1 antagonist	MrgX1 allo act	TRPC4 act	TRPC4 block	ANO1 block
COc1ccc(OC)c(NC(=O)CNC(=O)Cn2ccc3ccccc3c2=O)c1	i	i	i	i	i	i	i	i	i	i	i
CCCC(=O)Oc1ccccc1C1SCc2cc(C)c(C)cc2CS1	i	i	i	i	i	i	i	i	i	i	i
COc1ccc(C)cc1NC(=O)C(Sc1ccccc1)c1ccccc1 (stereo not given)	i	i	i	i	.	i	i	i	i	i	i
C/C(=N\O)c1ccc(N2C(=O)C3CC=C(Cl)CC3C2=O)cc1 (stereo not given)	i	i	i	i	i	i	i	i	i	i	i
CCOC(=O)c1nn(-c2ccc(Br)cc2)cc1C(=O)c1cccc2ccccc12	i	i	i	i	i	i	i	i	i	i	i
CCc1ccc(-n2c(Cn3nc(C(F)(F)F)cc3C)n[nH]c2=S)cc1	i	i	i	i	i	i	i	i	i	i	i
COc1cccc(NC(=O)CCC(=O)NCc2ccco2)c1	i	i	i	i	i	i	i	i	i	i	i
CC(NC(=O)c1cc2cc(F)ccc2[nH]1)c1ccccc1 (stereo not given)	i	i	i	i	i	i	i	i	i	i	i
COc1ccc(OC)c(Nc2nc(-c3sc(C)nc3C)cs2)c1	i	i	i	i	i	i	i	i	i	i	i
Cc1ccc(NC(=O)COC(=O)Cc2ccsc2)cc1S(=O)(=O)N1CCOCC1	i	i	i	i	i	i	-5.4*	i	i	i	i
O=C1CC(N2CCOCC2)C(=O)N1CCc1ccccc1 (stereo not given)	i	i	i	i	i	i	i	i	i	i	i
O=C(CSc1ccc(-c2cccs2)nn1)NCc1ccccc1Cl	i	i	i	i	.	i	i	i	i	i	i
COc1ccccc1N1CCN(CC(=O)c2c(C)[nH]c3ccccc23)CC1	i	i	i	i	i	i	i	i	i	i	i
CCCOC(=O)NC1C(NC(=O)OCCC)N(C)C(=O)N1C (stereo not given)	i	i	i	i	i	i	i	i	i	i	i
O=C(N/C(=C/c1cccnc1)C(=O)N1CCCCCC1)c1ccccc1	i	i	i	i	i	i	i	i	i	i	i
COc1ccc(C(=O)Nc2nc3ccccc3[nH]2)cc1S(=O)(=O)N1CCOCC1	i	i	i	i	i	i	i	i	i	i	i
CC(=O)c1cccc(NC(=O)CN(C)S(=O)(=O)c2ccc3c(c2)CCC(=O)N3)c1	i	i	i	i	i	i	i	i	i	i	i
O=C(COC(=O)CCCNC(=O)c1ccc(Cl)cc1)Nc1cc(Cl)c(Cl)cc1Cl	i	i	i	i	i	i	i	i	i	i	i
COn1c(C)c(C(C)=O)c2c3nonc3ccc21	i	i	i	i	i	i	i	i	i	i	i
CCC(C)(C)C(=O)Nc1cccc(Cl)c1C	i	i	i	i	i	i	i	i	i	i	i
COC(=O)c1ccc(/C=N/n2c(C)nc3ccccc3c2=O)cc1	i	i	i	i	i	i	i	i	i	i	i
CCOC(=O)C1=C(C)Nc2ncnn2C1c1cccs1 (stereo not given)	i	i	i	i	i	i	i	i	i	i	i
CCOc1ccc(NC(=O)[C@H](C)NC(=O)C2CC(=O)N(c3ccc(OC)cc3)C2)cc1 (stereo not given in full)	i	i	i	i	i	i	i	i	i	i	i
COc1ccc(CN2C(=O)CC(C(=O)NCCc3ccc(S(N)(=O)=O)cc3)SC2=Nc2ccccc2)cc1 (stereo not given)	i	i	i	i	i	i	i	i	i	i	i
O=c1c2c(nc3cc(-c4cccc(Cl)c4)[nH]n13)CCC2	i	i	i	i	i	i	i	i	i	i	i

Printed as active in MrgX1 antagonist, among the entries above:
molecule,TRPC6 act,RGS4 block,TRPC4 PAM,TMEM16A act,MrgX1 agonist,MrgX1 antagonist,TRPC4 act,TRPC4 block
Cc1ccc(NC(=O)COC(=O)Cc2ccsc2)cc1S(=O)(=O)N1CCOCC1,i,i,i,i,i,-5.4*,i,i

(continued)
SMILES	TRPC6 act	TRPC6 inhibitor	RGS4 block	TRPC4 PAM	TMEM16A act	MrgX1 agonist	MrgX1 antagonist	MrgX1 allo act	TRPC4 act	TRPC4 block	ANO1 block
Cc1sc2nc(CC(=O)N3CCCC3)[nH]c(=O)c2c1C	i	i	i	i	i	i	i	i	i	i	i
O=C(CSc1ccc(F)cc1)Nc1ccc(N2CCOCC2)cc1	i	i	i	i	i	i	i	i	i	i	i
O=c1cc(CNc2cc(Cl)ccc2Cl)nc2sccn12	i	i	i	i	i	i	i	i	i	i	i
CCc1cccc(OCC(=O)N(C)CC(=O)Nc2cccc(F)c2)c1	i	i	i	i	i	i	i	i	i	i	i
Cc1cccc(N2C(=O)CN(Cc3sccc3C)C2=S)c1	i	i	i	i	i	i	i	i	i	i	i
Cc1nc2ccc(NC(=O)N3CCCCC3)cc2nc1C	i	i	i	i	i	i	i	i	i	i	i
CCC(C)NS(=O)(=O)c1ccc(S(=O)(=O)N(CC(=O)Nc2ccccc2)Cc2ccco2)cc1 (stereo not given)	i	i	i	i	i	i	i	i	i	i	i
COc1cccc(C(=O)N2N=C(c3ccccn3)CC2(O)C(F)(F)F)c1 (stereo not given)	i	i	i	i	i	i	i	i	i	i	i
CC(=O)NS(=O)(=O)c1ccc(N=NN2CCCCC2)cc1	i	i	i	i	i	i	i	i	i	i	i
Cc1cccc(Nc2ccncc2S(=O)(=O)NC(=O)NC(C)C)c1	i	i	i	i	i	i	i	i	i	i	i
COc1ccccc1N1CCN(C(=O)CSc2nc(C)c(C)c(=O)[nH]2)CC1	i	i	i	i	i	i	i	i	i	i	i
CC(C)Cc1ccc(C(C)C(=O)OCC(=O)c2c[nH]c3ccccc23)cc1 (stereo not given)	i	i	i	i	i	i	i	i	i	i	100*
COc1cccc(NC(=S)N(CCC(C)C)C2CCN(C(C)=O)CC2)c1	i	i	i	i	i	i	i	i	i	i	i
CC(=O)N1CCc2cc(S(=O)(=O)NC(CC(C)C)C(=O)N3CCCC3)ccc21 (stereo not given)	i	i	i	i	i	i	i	i	i	i	i
Clc1ccc(-n2ncc3c(NCC4CCCO4)ncnc32)cc1 (stereo not given)	i	i	i	i	i	i	i	i	i	i	i
O=C(CCc1ccc(O)c(O)c1)NNC(=S)NCCc1ccccc1	i	i	i	i	i	i	i	i	i	i	i
Cc1cc(=O)oc2cc(OCC(=O)OCC(=O)Nc3ccc(C(N)=O)cc3)ccc12	i	i	i	i	i	i	i	i	i	i	i
Cc1ccc(/C=N/Nc2ccccn2)s1	i	i	i	i	i	i	i	i	i	i	i
COc1ccc(S(=O)(=O)NCc2cn3c(C)csc3n2)cc1F	i	i	i	i	i	i	i	i	i	i	i
CCOc1cc(/C=N\NC(=O)c2ccc(C)nc2)ccc1OC(=O)c1ccc(F)cc1	i	i	i	i	i	i	i	i	i	i	i
Fc1ccccc1C1CC(c2ccco2)=Nc2ccccc2S1 (stereo not given)	i	i	i	i	i	i	i	i	i	i	i
Cn1c(SCC(=O)NCc2ccco2)nnc1-c1cccs1	i	i	i	i	i	i	i	i	i	i	i
CC1=C(C(=O)Nc2ccccc2C(=O)NC2CCCCC2C)SCCO1 (stereo not given)	i	i	i	i	i	i	i	i	i	i	i
c1ccc(CNCc2ccc3c(c2)OCO3)nc1	i	i	i	i	i	i	i	i	i	i	i
CCc1ccccc1NC(=O)c1cc2ncc(Br)cn2n1	i	i	i	i	i	i	i	i	i	i	i
(next part)
SMILES	TRPC6 act	TRPC6 inhibitor	RGS4 block	TRPC4 PAM	TMEM16A act	MrgX1 agonist	MrgX1 antagonist	MrgX1 allo act	TRPC4 act	TRPC4 block	ANO1 block
C[C@]12CC[C@@H]3c4ccc(O)cc4CC[C@H]3[C@@H]1CC[C@@H]2O	i	i	i	i	i	i	i	i	i	i	i
CC(C)c1ccc(NC(=O)c2ccc3c(c2)C(=O)N(Cc2cccnc2)C3=O)cc1	i	i	i	i	i	i	i	i	i	i	i
CCCn1cc(S(=O)(=O)c2ccc(OC)cc2)c(=O)c2cc(OCC)ccc21	i	i	i	i	i	i	i	i	i	i	i
COc1cc(C)nc(OCCNS(=O)(=O)c2cc(C)ccc2C)n1	i	i	i	i	i	i	i	i	i	i	i
Cc1ccc(S(=O)(=O)N2Cc3ccccc3CC2C(=O)Nc2cc(C)on2)cc1 (stereo not given)	i	i	i	i	i	i	i	i	i	i	i
Cn1c(=O)oc2cc(S(=O)(=O)N3CCC(C(=O)NCCc4ccccc4)CC3)ccc21	i	i	i	i	i	i	i	i	i	i	i
C#CCOCCOCCOCCNc1nc(N2CCN(C(=O)Cn3cc(CCCN=C(N)N)nn3)CC2)nc(N2CCN(C(=O)[C@H](CCCCN)n3cc(CCC(=O)O)nn3)CC2)n1	.	.	.	.	i	i	i	i	.	.	i
Cc1ccc(NC(=S)NC(NC(=O)c2ccccc2C)C(Cl)(Cl)Cl)c(C)c1 (stereo not given)	i	i	i	i	i	i	i	i	i	i	i
N#C/C(=C\c1cc2ccccc2nc1N1CCCCC1)C(N)=O	.	.	.	.	i	i	i	i	.	.	i
COc1ccc(-c2nn(-c3ccccc3)cc2/C=C/C(=O)N2CCN(c3ccccn3)CC2)cc1	i	i	i	i	i	i	i	i	i	i	i
O=C(Nc1ccc2c(c1)OCCO2)C1CC(c2ccc(F)cc2)=NO1 (stereo not given)	i	i	i	i	i	i	i	i	i	i	i
O=C(COC(=O)c1cc(-c2ccc(F)cc2)nc2ccccc12)NCC1CCCO1 (stereo not given)	i	i	i	i	i	i	i	i	i	i	i
Nc1nnnn1/N=C\c1ccc(Cl)c([N+](=O)[O-])c1	i	i	i	i	i	i	i	i	i	i	i
O=C(CN1C(=O)S/C(=C\C=C\c2ccccc2)C1=O)N1CCCCC1	i	i	i	i	i	i	i	i	i	i	i
CC(=O)c1cccc(NC(=O)CCn2c(=O)oc3ccccc32)c1	i	i	i	i	i	i	i	i	i	i	i
C[C@H](NC(=O)Nc1cccc(C(F)(F)F)c1)C(=O)O	i	i	i	i	i	i	i	i	i	i	i
Cc1cc(C)c(N=C2CCCN2Cc2ccccc2)c(C#N)c1	i	i	i	i	i	i	i	i	i	i	i
